# EBNA-1 inhibitor = EBNA-1 DNA-binding inhibitors, primary screen, biochemical, fluorescence polarization | 0.34% of 300,000 active | AID 1950, 2009 | inhibition, % at 14.8 µM; in the data active means inhibition above about 28%
# RPL19A TOR yeast = RPL19A-GFP expression modulators in yeast, primary screen, cell-based, S. cerevisiae, multiplex flow cytometry, MLPCN | S. cerevisiae RPL19A-GFP strain, 3 h; active compounds read low | percent response vs DMSO, % at 10 µM | 0.3% of 330,000 active | AID 2025, 2009;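 active means percent response vs DMSO below 50%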;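 further: median channel GFP fluorescence of the barcoded RPL19A-GFP strain; ratio of sample median GFP to plate DMSO average so 100% = DMSO; lower means less RPL19A-GFP as with rapamycin TOR inhibition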
# procasp7 counter = procaspase-7 activators, primary screen, counter-screen for procaspase-3 activator project, biochemical, absorbance, HTS, human; Caspase-7 (Homo sapiens), P55210; recombinant procaspase-7, Ac-DEVD-pNA absorbance 405 nm; D23A/D198A/D206A triple mutant, cannot self-cleave; scale: DMSO 0, 5 µM enzyme 100; activation, % at 8.5 µM; 0.093% of 330,000 active; AID 463210, 2010;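 active means percent activation above the screen-wide mean plus 3 SD, cut at about 25% in these data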
#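 signal = Epi-absorbance of released pNA at 405 nm, two timepoints | assay system = Uncleavable procaspase-7 mutant enzyme | reagent = Ac-DEVD-pNA substrate, 400 µM as added | times = 1 h enzyme–compound preincubation and 2 h substrate reaction, both 25 °C | benchmarks = low DMSO alone, high DMSO plus 5 µM PC-7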
# ZTA counter = counter-screen for EBNA-1 inhibitors: inhibitors of Epstein-Barr virus ZTA | 0.15% of 320,000 active | inhibition, % at 11 µM | ZTA-DNA binding, fluorescence polarization | P03206 | AID 2234; in the data active means inhibition above about 33%
# MEP2 TOR yeast = modulators of MEP2-GFP levels in yeast, primary screen, S. cerevisiae, multiplex flow cytometry, MLPCN library | S. cerevisiae MEP2-GFP strain, 3 h; 100% = DMSO control level | GFP response vs DMSO, % at 10 µM | 0.51% of 330,000 active | AID 2016, 2009;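 active means GFP response versus DMSO above a set limit, roughly screen mean plus 3 SD, cut at about 180% in these data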;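 further: median GFP fluorescence of the barcode-gated MEP2-GFP cells per well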
# procasp3 activ = activators of human procaspase-3 D3A mutant, primary screen, biochemical, absorbance, PC-3 D3A mutant, single concentration; Caspase-3 (Homo sapiens), P42574; recombinant procaspase-3 D3A, Ac-DEVD-pNA absorbance 405 nm; activation, % at 8.5 µM; 0.11% of 330,000 active;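 active means activation above the mean of all tested compounds plus 3 SD, cut at about 21% in these data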;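 further: 0% = DMSO alone and 100% = DMSO wells spiked with extra 5 µM PC-3 D3A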
#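 Test system: Procaspase-3 D3A mutant; medium: Zinc-free HEPES/NaCl buffer with 0.01% Triton X-100 at pH 7.4; reagent: DEVD-pNA substrate; doses: one concentration, 8.5 µM nominal, 0.8% DMSO; times: 1 h preincubation plus 2 h reaction at 25 °C; signal: Epi-absorbance at 405 nm of released p-nitroaniline, 0 and 120 min; replicates: singlicate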
# LAP4-GFP MLPCN = modulators of LAP4-GFP expression in yeast, primary screen, S. cerevisiae, multiplex flow cytometry, MLPCN library; AID 2023, 2009; 3 h; median GFP as percent of DMSO wells; 0.34% of 320,000 active; GFP response vs DMSO, % at 10 µM;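 active means GFP response vs DMSO above a set limit, about the screen mean plus 3 SD, cut at about 150% in these data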
# AHR act = AHR activators, primary screen, cell-based, luminescence, luciferase reporter, human; Aryl hydrocarbon receptor (Homo sapiens), P35869; AHR-responsive luciferase reporter cells; activation, % at 5 µM; 2.5% of 320,000 active; in the data active means activation above about 47%;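 further: 0% = vehicle wells and 100% = reference agonist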
# * = called active by the depositor; x = not tested or not shown; [ ] = another dose, or the depositor's remark.
# The line under a structure holds: EBNA-1 inhibitor	RPL19A TOR yeast	procasp7 counter	ZTA counter	MEP2 TOR yeast	procasp3 activ	LAP4-GFP MLPCN	AHR act
CC1(C)C(=O)OC(c2cccn2-c2ccc([N+](=O)[O-])cc2)C(C)(C)C1=O (stereo unspecified)
 : -7	99	6	2	105	3	105	2
CC(C)CNc1nc(SCC(=O)Nc2ccccc2)nc(N2CCOCC2)n1
 : -5	92	0	3	99	4	105	0
Cc1cccc(N(Cc2cc3ccc(C)cc3[nH]c2=O)S(=O)(=O)c2ccccc2)c1
 : 7	103	7	18	112	10	96	14
COc1ccc(Oc2c(Cl)cnn(-c3ccc(F)cc3)c2=O)cc1
 : 12	100	0	-10	103	9	96	5
CCOC(=O)c1nn(-c2ccc(F)cc2)c(=O)cc1OCC(=O)Nc1ccc(F)c(F)c1
 : 0	96	7	-11	99	8	99	-2
O=C(NCc1ccccc1)C(=O)Nc1nc(C23CC4CC(CC(C4)C2)C3)cs1
 : -4	107	2	-6	113	2	114	11
CC1CC(Nc2ccccc2)=CC(=O)O1 (stereo unspecified)
 : -1	102	4	5	106	3	99	0
CCOC(=O)c1[nH]c(C)c(C(=O)N2CCN(C(=O)OCC)CC2)c1CC
 : 2	107	-1	-10	110	-1	104	0
COc1cc(NC(=O)C(C)Oc2ccccc2)c(OC)cc1NC(=O)c1ccccc1 (stereo unspecified)
 : -5	100	1	-8	100	-6	97	82*
Cc1cc2ccccc2c(=O)n1CC(=O)N(C)c1ccc(F)cc1
 : -3	98	-3	8	84	-6	99	7
CC(CNS(=O)(=O)c1ccc(Br)cc1)CN(C)C (stereo unspecified)
 : -10	101	8	-8	96	1	101	-2
CCN1C(=NCc2ccco2)N[C@@H](c2cccc(F)c2)C(C(=O)OC)=C1C
 : -7	96	-6	-7	89	-5	114	1
Cc1cc(NC(=O)c2c([N+](=O)[O-])c(C)nn2C)no1
 : 0	105	0	-11	102	4	107	70*
CCOc1ccc(N2C(=O)CC(Sc3nc4ccc(OCC)cc4s3)C2=O)cc1 (stereo unspecified)
 : -6	94	-12	12	95	-17	108	-1
COc1ccc(N(C(=O)COc2ccccc2OC)S(=O)(=O)c2ccc(C)cc2)cc1
 : -4	95	8	6	93	-2	96	0
c1ccc(-c2n[nH]c(-c3ccccn3)n2)cc1
 : -3	96	10	7	101	-6	99	90*
COc1ccccc1S(=O)(=O)Cc1ccc(C(=O)NC2CC2)o1
 : -19	100	-3	-20	104	8	106	4
CCc1ccc(OCC(=O)OC(C)C(=O)Nc2ccc(Cl)cn2)cc1 (stereo unspecified)
 : x	96	3	14	99	6	108	0
CO/N=C1\CCn2c1c(C)c1ccccc12
 : -5	92	7	-7	92	-3	97	5
COc1ccccc1C(=O)COC(=O)/C=C/c1ccccc1
 : 7	102	0	-4	109	4	106	-2
Cc1ccsc1C1C2=C(CC(C)(C)CC2=O)Nc2ncnn21 (stereo unspecified)
 : 1	99	0	-4	88	3	110	-3
Cc1ccc(N(C)C(=O)N2CCN(S(=O)(=O)c3ccc4ccccc4c3)CC2)cc1
 : 7	98	-3	-2	104	3	95	1
CN1CCN(c2ccc(S(=O)(=O)N3CCCCC3)cc2NC(=O)Cc2c(F)cccc2Cl)CC1
 : 7	103	5	9	99	-2	106	-2
NC(=Nc1ccc(Cl)cc1)c1ccccc1
 : 7	94	-6	-2	94	3	92	6
COc1ccc(NC2c3ccccc3C(=O)N2Cc2ccco2)cc1OC (stereo unspecified)
 : -2	104	-17	-5	103	-4	111	1
Cc1cccc(N2CN(Cc3cccnc3)CNC2=S)c1
 : 7	107	2	12	102	-3	104	0
CCC(C)NC(=O)C(Cc1ccccc1)NS(=O)(=O)c1ccc2c(c1)oc(=O)n2C (stereo unspecified)
 : -4	106	-7	-10	111	4	105	1
Cc1ccc(C2NC(C(=O)O)CS2)cc1 (stereo unspecified)
 : 8	100	0	9	101	3	104	-1
CC(C)CC(NC(=O)C(CC(C)C)NC(=O)C(Cc1ccc(OCc2ccccc2)cc1)NC(=O)OC(C)(C)C)C(N)=O (stereo unspecified)
 : 4	106	4	2	112	-4	113	-2
Cc1onc(-c2c(Cl)cccc2Cl)c1C(=O)N1CCCc2ccccc21
 : 10	100	0	-3	105	-9	107	1
CCOc1cc(/C=C2\NC(=O)NC2=O)ccc1OC(C)C(=O)O (stereo unspecified)
 : -10	109	-7	3	104	-1	74	2
Nc1cccc(NP(=O)(c2ccccc2)c2ccccc2)c1
 : 5	97	4	-12	103	0	111	-2
COCCN1C(=O)/C(=C/c2cc3c(cc2Br)OCO3)NC1=S
 : -26	103	-2	-24	107	-15	100	15
CN(C(=O)c1ccc(OC2CCN(C(=O)c3cccnc3)CC2)cc1)C1CCCCC1
 : -3	101	-6	11	99	-2	104	3
O=C(CN1CC[n+]2c(-c3cccs3)csc21)c1ccc(-c2ccccc2)cc1
 : 0	96	7	11	96	8	110	2
COc1ccc(-c2cc(CC3(C(=O)O)CCN(C(=O)OC(C)(C)C)CC3)on2)c(OC)c1
 : -1	104	8	17	99	-7	97	2
COC(=O)CSc1nnc(-c2c[nH]c3ccccc23)o1
 : 7	98	10	9	101	-5	94	9
Cc1c(C(=O)N2CCN(Cc3ccc4c(c3)OCO4)CC2)sc2ncnc(N3CCN(c4ccccc4F)CC3)c12
 : -14	104	-2	1	111	1	104	2
COc1ccc(Cn2nnnc2C(c2cc3cccc(C)c3[nH]c2=O)N2CCN(C)CC2)cc1 (stereo unspecified)
 : -6	97	4	1	93	-3	101	-1
O=C(Cn1cnc([N+](=O)[O-])n1)NCc1ccccc1
 : -21	106	1	-12	96	8	100	1
COc1cc(C(=O)ON=C2C(C)=CC(=O)C=C2C)cc(OC)c1OC
 : 4	100	-15	-2	114	-7	97	4
CC(C)CC(C)c1cc(N)nc2nc3ccccc3n12 (stereo unspecified)
 : 8	102	-9	-5	104	-7	104	5
COc1cc(OC)c(N(C)S(=O)(=O)c2cccc(C(=O)Nc3nccs3)c2)cc1Cl
 : x	97	9	x	100	8	96	10
CCOC(=O)c1nc2nc(C)cc(=O)n2[nH]1
 : 8	102	6	2	106	0	106	-1
Cc1nc2c([nH]c3ccc(Br)cc32)s1
 : 7	94	8	12	97	2	99	2
CCC(C(=O)NCc1ccc(F)cc1)N(Cc1cccs1)C(=O)c1snc(C(N)=O)c1N (stereo unspecified)
 : -6	103	-7	-5	98	-11	93	2
COC(=O)Cn1c2ccccc2c2nc(C)sc21
 : 13	97	4	9	102	-4	101	4
CCOc1ccc(Nc2nc3c(c(=O)[nH]2)CCC3)cc1
 : 1	94	10	2	100	4	97	9
C(=N\N1CCOCC1)/c1cn(-c2ccccc2)nc1-c1ccccc1
 : 3	95	4	-6	95	3	102	0
Cc1occc1C(=O)N1CCN(C(=O)C2CCCO2)CC1 (stereo unspecified)
 : -5	102	7	-6	102	3	94	3
CCCCCCCCCCCCC(NC(C)=O)(C(=O)OCC)C(=O)OCC
 : -8	103	0	2	112	-12	98	0
COc1cc(CC(=O)OCC(=O)NCc2ccc(C)cc2)cc(OC)c1OC
 : x	101	2	-8	103	10	98	0
Cc1cc(C)cc(OCc2ccc(C(=O)O)o2)c1
 : 4	99	-3	-3	103	0	105	0
COCc1c(C(=O)N2CCc3ccccc32)oc2ccccc12
 : 7	101	2	1	110	-5	112	15
COc1ccc(NC(=O)C(=O)NCCC2CCCCN2S(=O)(=O)c2cccs2)cc1 (stereo unspecified)
 : 4	100	-2	-6	100	1	105	-1
COc1ccc(C(=O)NCCN2CCOCC2)c(OC)c1
 : -9	95	1	0	94	0	92	1
CCOc1cc(CNCCO)cc(Br)c1OCc1ccc(Cl)cc1Cl
 : 11	98	-2	16	105	0	102	0
Nc1nonc1-n1nnc(C(=O)N/N=C\c2cccc(Cl)c2)c1CN1CCOCC1
 : 2	101	0	11	99	5	87	1
O=c1c2c3c(sc2nc2n1CCCS2)CCCC3
 : -3	105	-9	6	104	-3	106	-3
CN(Cc1cn(C)nc1-c1ccccc1F)C1CCOC1 (stereo unspecified)
 : -9	99	5	5	95	-2	101	2

# Full records from above. Order of screens: EBNA-1 inhibitor	RPL19A TOR yeast	procasp7 counter	ZTA counter	MEP2 TOR yeast	procasp3 activ	LAP4-GFP MLPCN	AHR act
# Listed for CCOc1ccc(Nc2nc3c(c(=O)[nH]2)CCC3)cc1 → 1	94	10	2	100	4	97	9
# Listed for Nc1nonc1-n1nnc(C(=O)N/N=C\c2cccc(Cl)c2)c1CN1CCOCC1 → 2	101	0	11	99	5	87	1
# Listed for COc1cc(OC)c(N(C)S(=O)(=O)c2cccc(C(=O)Nc3nccs3)c2)cc1Cl → x	97	9	x	100	8	96	10
# Listed for C(=N\N1CCOCC1)/c1cn(-c2ccccc2)nc1-c1ccccc1 → 3	95	4	-6	95	3	102	0

# Next part.
# The line under a structure holds: EBNA-1 inhibitor	RPL19A TOR yeast	procasp7 counter	ZTA counter	MEP2 TOR yeast	procasp3 activ	LAP4-GFP MLPCN	AHR act
CCCCOc1ccc(NC(=O)CN2CCN(Cc3ccccc3)CC2)cc1
 : 10	99	2	1	104	-8	90	0
Cc1nn2c(-c3ccc(F)cc3)ccnc2c1Br
 : 13	95	5	-6	89	7	86	82*
CN(c1ccccc1)S(=O)(=O)c1ccc(C(=O)Nc2ccncc2)cc1
 : 7	96	10	-5	92	-4	116	10
O=C(O)c1ccc(CSc2nc(-c3ccc(Cl)cc3)cc(C(F)(F)F)n2)cc1
 : -13	93	-3	12	100	-1	103	-8
CCOC(=O)c1[nH]nc2c1C(=O)N(CC)C2=O
 : 0	102	8	4	104	7	105	-6
N#Cc1cc2c(nc1SC1CCCCC1O)CCCC2 (stereo unspecified)
 : 3	103	6	14	103	3	94	2
CCC(c1nnnn1CCOC)N1CCN(Cc2ccccc2OC)CC1 (stereo unspecified)
 : 0	x	0	-1	260*[may fluoresce violet]	0	84[may fluoresce violet]	1
COc1ccccc1Oc1coc2cc(O)ccc2c1=O
 : 6	101	10	-7	97	-2	104	1
O=C(NCC1(N2CCCCC2)CCCCC1)C1CC(=O)N(c2ccc3c(c2)OCCO3)C1 (stereo unspecified)
 : -3	98	-1	-6	100	5	102	0
Cc1ccc(S(=O)(=O)N(C)C)cc1NC(=O)C1CCCC1
 : -1	104	-5	6	74	3	90	5
O=C1CN(C(=O)COC(=O)CCS(=O)(=O)c2ccccc2)c2ccccc2N1
 : x	96	-2	-4	100	-6	98	3
CC1(C)CC(=O)C2=C(C1)NC(Nc1nc3ccccc3o1)=NC2c1ccccn1 (stereo unspecified)
 : -2	112	-1	3	105	-1	101	5
Cc1ccn2cc(C(=O)Nc3ccc4c(c3)OCCO4)nc2c1
 : -4	98	-11	-12	103	-8	102	-5
Nc1nonc1-n1nnc(C(=O)N/N=C/c2ccccc2F)c1-c1cccs1
 : -3	102	5	6	100	4	102	12
Cc1cccc(OCCn2c(=O)oc3ccc(C)cc32)c1
 : -4	105	-4	-14	99	-4	98	0
COc1cccc(C(=O)OCC(=O)NCCCc2ccccc2)c1
 : 6	92	8	4	94	-1	110	0
CN(C)C(=O)C1C2NC(=S)N(c3ccccc3)C1(C)Oc1ccccc12 (stereo unspecified)
 : -1	99	3	-7	101	5	102	1
